SRC2 TRFRET art: flags TR-FRET format artefacts in PPARgamma SRC-2 recruitment agonist screen; TR-FRET artefact counter-screen; stronger effect = higher value; TR-FRET ratio at 8 µM; 200,000 compounds, 0.4% hits; AID 1049; in the data active = TR-FRET ratio above about 2000; also: inactives centre near 1500
TNAP inh hi DEA: blocks human TNAP under high phosphate acceptor concentration | P05186 | purified TNAP, CDP-star luminescence, 1 M DEA | inhibition, % at 20 µM | 200,000 compounds, 0.03% hits | AID 1135;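 active = over 50% inhibition of tissue-nonspecific alkaline phosphatase at 20 µM in the single-dose screen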;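 also: plate controls were DMSO wells for no effect and EDTA-quenched wells as full inhibition for full effect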
Target sequence (P05186 whole entry, looked up): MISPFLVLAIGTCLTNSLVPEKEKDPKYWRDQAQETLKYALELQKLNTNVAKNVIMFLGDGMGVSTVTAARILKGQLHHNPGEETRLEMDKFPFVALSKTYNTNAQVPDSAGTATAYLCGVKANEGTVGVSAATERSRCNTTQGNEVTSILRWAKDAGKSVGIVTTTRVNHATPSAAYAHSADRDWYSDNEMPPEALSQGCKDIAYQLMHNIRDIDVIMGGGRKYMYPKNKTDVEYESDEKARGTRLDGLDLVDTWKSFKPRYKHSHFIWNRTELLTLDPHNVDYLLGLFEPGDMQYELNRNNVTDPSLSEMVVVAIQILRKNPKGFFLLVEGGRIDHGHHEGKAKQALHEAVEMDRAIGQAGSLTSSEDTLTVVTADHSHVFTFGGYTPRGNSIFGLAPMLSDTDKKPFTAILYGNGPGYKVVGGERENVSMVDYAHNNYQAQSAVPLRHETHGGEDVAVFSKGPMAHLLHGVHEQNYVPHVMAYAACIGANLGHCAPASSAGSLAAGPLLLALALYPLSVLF
bIAP inh: intestinal alkaline phosphatase (bovine) inhibition | inhibition, % at 20 µM | AID 1019 | purified bovine IAP, CDP-star luminescence, 30 min | 190,000 tested, under 10 active;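 active = over 50% inhibition of intestinal alkaline phosphatase at 20 µM in the single-dose screen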
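Incubation: 30 min reaction at room temperature / Material: purified bovine intestinal alkaline phosphatase (IAP) enzyme / Input: enzyme at 1/65,000,000 dilution / Dosing: 20 µM single dose / Signal: CDP-star luminescence signal / Reagent: CDP-star chemiluminescent phosphatase substrate, 30 µM final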
HMGR II inh: blocks class II HMG-CoA reductase of Enterococcus faecalis. purified E. faecalis HMGR, NADPH absorbance 340 nm kinetic. 190,000 compounds, 0.41% hits. inhibition, % at 10 µM;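 active = inhibition above a set limit, the median over all tested compounds plus 3 SD, cut at about 9.5% in these data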;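 also: enzyme runs in reverse so mevalonate oxidation gives rising NADPH absorbance; 0% = complete reaction with DMSO and 100% = background rate lacking mevalonate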
TNAP act hi DEA: activators of human TNAP at high phosphate acceptor concentration. activation factor at 20 µM. 200,000 tested, under 10 active. purified TNAP, CDP-star luminescence, 1 M DEA, 30 min; stronger effect = higher value; 0 = EDTA background, 1 = DMSO-only activity. AID 1136;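 active = activation factor at least 2 at 20 µM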
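system = human TNAP | amount = enzyme diluted 1/800 final | reagent = 100 µM CDP-star substrate | signal = luminescent substrate turnover signal | dosing = one dose, 20 µM | benchmarks = EDTA negative control, DMSO positive control | measure = activation factor | timing = 30 min reaction, room temperature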
TNAP inh no acc: blocks human TNAP activity with no phosphate acceptor present. P05186. purified TNAP, CDP-star luminescence, 30 min. inhibition, % at 20 µM. 200,000 compounds, 0.26% hits;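 active = tissue-nonspecific alkaline phosphatase inhibition above about 50% at 20 µM in the single-dose screen, limit read from the data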;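 also: 0% = DMSO negative control and 100% = EDTA positive control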
PPARg SRC1 recr: promotes SRC-1 coactivator recruitment by human PPARgamma | PPARgamma-SRC-1 coactivator recruitment biochemical assay | 200,000 compounds, 0.41% hits | P37231 | activation, % at 8 µM; in the data active = activation above about 19%;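 also: 0% = DMSO and 100% = reference agonist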
Target sequence (P37231 whole entry, looked up): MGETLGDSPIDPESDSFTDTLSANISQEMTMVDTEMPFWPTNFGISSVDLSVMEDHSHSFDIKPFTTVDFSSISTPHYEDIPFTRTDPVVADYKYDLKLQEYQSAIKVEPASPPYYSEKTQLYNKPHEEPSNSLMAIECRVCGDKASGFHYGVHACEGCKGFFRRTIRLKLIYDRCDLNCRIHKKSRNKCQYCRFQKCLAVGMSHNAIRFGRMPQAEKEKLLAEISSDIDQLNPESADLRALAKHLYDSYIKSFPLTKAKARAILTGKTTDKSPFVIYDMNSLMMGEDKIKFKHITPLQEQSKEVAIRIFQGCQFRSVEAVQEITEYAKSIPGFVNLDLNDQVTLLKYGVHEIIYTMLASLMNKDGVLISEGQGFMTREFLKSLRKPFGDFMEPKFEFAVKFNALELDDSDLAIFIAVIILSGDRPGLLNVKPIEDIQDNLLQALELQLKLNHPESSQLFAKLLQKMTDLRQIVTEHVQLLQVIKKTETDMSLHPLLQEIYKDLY
PPARg SRC3 recr: promotes SRC-3 coactivator recruitment by human PPARgamma. biochemical PPARgamma/SRC-3 coactivator recruitment assay. activation, % at 8 µM. 200,000 compounds, 0.26% hits; in the data active = activation above about 23%;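 also: 0% = DMSO and 100% = reference agonist; some compounds past the cut are filed as inactive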
bIAP activator: intestinal alkaline phosphatase (bovine) activation. purified bovine IAP, CDP-star luminescence, 30 min; stronger effect = higher value; fold of DMSO-control signal, blank-subtracted. activation factor at 20 µM. 200,000 compounds, 0.17% hits. AID 1016;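 active = activation factor of 2 or more at 20 µM, a signal rise over negative controls twice the positive control's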
PPARg SRC-2 ag: agonists of SRC-2 recruitment by human PPARgamma. P37231. PPARgamma LBD-SRC-2 recruitment, biochemical. activation, % at 8 µM. 200,000 compounds, 0.34% hits. AID 1032; in the data active = activation above about 22%;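 also: 0% = vehicle and 100% = reference agonist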
Starred values were filed as active, the others as inactive; nt = not tested or not shown. Outcome played no part in choosing rows; any-hit rate near 1.6%.

SMILES | SRC2 TRFRET art | TNAP inh hi DEA | bIAP inh | HMGR II inh | TNAP act hi DEA | TNAP inh no acc | PPARg SRC1 recr | PPARg SRC3 recr | bIAP activator | PPARg SRC-2 ag
O=C1c2ccc([N+](=O)[O-])cc2C(=O)N1c1c[nH]c(=O)[nH]c1=O | 1544 | -7 | 5 | -4 | 1.1 | -20 | -4 | 0 | 0.9 | -1
O=C1c2ccccc2CC1Sc1nnc(-c2ccccn2)o1 (centres undefined) | 1349 | -10 | -45 | -2 | 1.1 | -33 | -2 | 2 | 1.4 | 2
CCn1c2ccccc2c2nnc(SCC(=O)c3c(N)n(C)c(=O)n(C)c3=O)nc21 | 1699 | -1 | -3 | 0 | 1 | -7 | 0 | 2 | 1 | 16
CC1=C(C(=O)OCc2ccccc2)C(c2ccoc2)C(C#N)=C(N)O1 (centres undefined) | 1609 | -6 | -2 | -7 | 1.1 | -7 | -3 | 14 | 1 | 4
Cn1c(SCc2ccccc2)nnc1-c1c[nH]c2ccccc12 | 1573 | -6 | 28 | -7 | 1.1 | -6 | 1 | 8 | 0.7 | 4
Cc1ccc(NC(=O)/C(=C\c2cccs2)NC(=O)c2ccccc2)cc1 | 1595 | 3 | 8 | -2 | 1 | -12 | -2 | -6 | 0.9 | -10
CC(C)[C@H](NC(=O)c1ccccc1)C(=O)OCC(=O)NCCC1=CCCCC1 | 1482 | -1 | 28 | -8 | 1 | 6 | -3 | 0 | 0.7 | -12
CCOC(=O)c1c(NC(=S)NC(=O)c2ccc(Cn3cc(Cl)cn3)o2)sc2c1CCC(C)C2 (centres undefined) | 1512 | -1 | 6 | 1 | 1 | -8 | 8 | 10 | 0.9 | -5
COc1ccc(CCNC(=O)CCCn2c(SCC#N)nc3ccccc3c2=O)cc1OC | 1577 | -5 | 0 | -6 | 1.1 | -8 | 5 | 0 | 1 | -5
Cn1cnnc1Sc1nc([N+](=O)[O-])nn1C | 1318 | 0 | 1 | -7 | 1 | -6 | 4 | 5 | 1 | 1
Cc1ccc(-c2nnc(SCC(=O)N3CCN(c4ccccc4)CC3)o2)cc1 | 1473 | -4 | 0 | 4 | 1 | -11 | 0 | -9 | 1 | -6
CC(C)(C)c1ccc(C(=O)NCCn2c(N)c(C#N)c3nc4ccccc4nc32)cc1 | 1537 | -2 | 9 | 1 | 1 | -5 | 7 | -1 | 0.9 | -6
CCc1ccc(NC(=O)c2cnc(N3CCN(c4ccccn4)CC3)c3ccccc23)cc1 | 1348 | -4 | 7 | -5 | 1 | -10 | 3 | -2 | 0.9 | 0
Cc1ccc(Cc2cnc(NC(=O)/C(C#N)=C/c3ccc(-c4ccccc4[N+](=O)[O-])o3)s2)cc1 | 1566 | 12 | 27 | -6 | 0.9 | 10 | 3 | 5 | 0.7 | 4
COC(=O)CSc1nnc(CNC(=O)c2ccc(S(=O)(=O)N(C)C)cc2)n1C | 1482 | -5 | 8 | -2 | 1.1 | -10 | -7 | -2 | 0.9 | 0
COc1ccc(C2CC(c3cccs3)Nc3nnnn32)cc1 (centres undefined) | 1577 | -3 | 17 | -4 | 1 | -16 | 2 | -3 | 0.8 | 5
CCC(=O)NNc1nc2c(F)cccc2s1 | 1565 | -4 | -50 | -5 | 1 | -145 | -4 | -1 | 1.5 | 1
O=C(Cc1ccc(Cl)cc1)NCc1nc(-c2ccccc2)no1 | 1441 | 2 | 2 | -1 | 1 | 3 | -3 | -2 | 1 | -10
Fc1ccccc1N1CCN(c2nnnn2-c2ccccc2)CC1 | 1496 | -6 | 0 | 2 | 1.1 | -16 | -2 | -1 | 1 | 2
COc1ccc(Nc2nc(Nc3ccc(OC)cc3)nc(-n3[nH]c(=O)c(C)c3C)n2)cc1 | 1573 | -4 | -10 | -5 | 1 | -2 | 8 | 12 | 1.1 | 4
O=C(CSc1ncnc2ccccc12)Nc1ccc2c(c1)OCO2 | 1655 | 2 | 20 | -8 | 1 | -7 | 6 | 2 | 0.8 | 5
COc1ccc(Cl)cc1/C=C(\C#N)C(N)=O | 1430 | -7 | -4 | -4 | 1.1 | -8 | -3 | -4 | 1 | 0
S=C(NCCc1ccccn1)Nc1ccc(Cl)c(Cl)c1 | 1478 | -7 | -7 | 2 | 1.1 | -1 | -1 | 1 | 1.1 | -5
CCOc1ncccc1C(=O)Nc1ccc2c(C)cc(=O)oc2c1 | 1499 | -5 | -1 | 0 | 1.1 | -1 | -2 | -4 | 1 | 3
O=C(NCc1ccco1)c1cc2nc(-c3ccc4c(c3)OCO4)cc(C(F)(F)F)n2n1 | 1547 | -4 | 12 | 1 | 1 | -10 | 3 | 13 | 0.9 | 4
COc1cc(C(=O)Nc2nnc(CC(C)(C)C)s2)c([N+](=O)[O-])cc1OC | 1579 | 6 | 4 | 3 | 0.9 | 0 | 5 | 3 | 1 | 4
O=C(N/N=C/c1c[nH]c2ccccc12)c1cc(-c2ccc(-c3ccccc3)cc2)n[nH]1 | 1435 | -2 | -17 | 1 | 1 | 3 | -4 | 0 | 1.2 | -1
Clc1cccc(Cl)c1-c1nnc2ccc(N3CCOCC3)nn12 | 1602 | 2 | 15 | -1 | 1 | -6 | 7 | 6 | 0.8 | 16
CN(C)S(=O)(=O)c1ccc(NC(=O)COC(=O)c2ccccn2)cc1 | 1421 | -1 | 3 | 1 | 1 | -10 | 6 | 2 | 1 | -14
NC(=O)c1ccc(NC(=O)COC(=O)CC(NC(=O)c2ccccc2Cl)c2ccccc2)cc1 (centres undefined) | 1441 | 2 | 12 | -4 | 1 | -3 | 5 | 1 | 0.9 | -1
Fc1ccc(-c2nc3ccccc3[nH]2)cc1 | 1482 | -3 | -16 | 2 | 1 | -6 | 1 | 1 | 1.2 | -1
CCOC(=O)CN1C(=O)C(O)(CC(=O)c2cccc(OC)c2)c2ccccc21 (centres undefined) | 1534 | 1 | 6 | 1 | 1 | -3 | 4 | 11 | 0.9 | 5
CCOC(=O)c1ccc(C(=O)OCC)nc1 | 1397 | -1 | 13 | -4 | 1 | -4 | 4 | -8 | 0.9 | -10
CC(C)Oc1ccc(C2CC(=O)N(c3ccc(N(C)C)cc3)C2=O)cc1 (centres undefined) | 1564 | -1 | 6 | -6 | 1 | 0 | 0 | -7 | 0.9 | 5
CCCCCC1CCC(C(=O)O)CC1 (centres undefined) | 1493 | -3 | 2 | -1 | 1 | -10 | 2 | -8 | 1 | -4
CS(=O)(=O)N1CCC(NC(=O)Cc2ccccc2)CC1 | 1586 | -4 | 3 | -3 | 1 | -6 | 4 | -1 | 1 | -3
Cn1ccc(-c2ccccc2)n1 | 1536 | -4 | -8 | 1 | 1 | -12 | 7 | -1 | 1.1 | 3
COc1ccc(-n2cnc3cc(NS(=O)(=O)c4ccc(C)cc4)ccc32)cc1 | 1374 | 0 | -17 | -3 | 1 | -7 | -2 | -3 | 1.2 | -1
N=C1/C(=C\c2ccc(SCc3ccco3)o2)C(=O)N=C2SC=NN12 | 1605 | 20 | 6 | -5 | 0.8 | 4 | 6 | 9 | 0.9 | 0
O=C(COc1ccccc1)Nc1ccc(Cl)cc1Cl | 1637 | -7 | 2 | -1 | 1.1 | -4 | 3 | 2 | 1 | -1
CC(NC1CCCC1)C(=O)Nc1ccccc1-c1ccccc1 (centres undefined) | 1647 | 0 | -3 | -3 | 1 | 1 | 6 | 2 | 1 | 13
CC(C)COc1nc2ccccc2nc1C(C#N)C(=O)NC1CCCCC1 (centres undefined) | 1480 | 2 | -2 | -6 | 1 | -6 | -1 | -1 | 1 | -2
COc1ccc(C2=NOC(C(=O)Nc3c(C)n(C)n(-c4ccccc4)c3=O)C2)cc1OC (centres undefined) | 1459 | -9 | 0 | -7 | 1.1 | 5 | -2 | -6 | 1 | 2
CCc1cccc(Nc2cc(C)nc3nc(C)nn23)c1 | 1673 | 3 | 7 | 0 | 1 | 2 | 12 | 5 | 0.9 | 1
O=C(CCCc1nc2ccccc2s1)Nc1ccc(N2CCOCC2)cc1 | 1539 | -6 | -5 | -2 | 1.1 | -10 | 4 | 4 | 1 | 4
CCOc1ccc(NC(=S)NC23CN4CN(CN(C4)C2)C3)cc1 | 1524 | -4 | -11 | -2 | 1 | -6 | -3 | 6 | 1.1 | -2
NS(=O)(=O)c1ccc(NC(=S)NC(=O)c2ccco2)cc1 | 1468 | 9 | -12 | 9 | 0.9 | 11 | 0 | 2 | 1.1 | -4
CCOC(=O)C1CCCN(C(=O)c2sc3nc(-c4ccc(F)cc4)cn3c2C)C1 (centres undefined) | 1527 | -5 | -4 | 0 | 1.1 | -9 | 7 | -8 | 1 | 0
Cc1cc(-c2nsc(=O)o2)c(S(C)(=O)=O)s1 | 1454 | -1 | 0 | -3 | 1 | -5 | 0 | 1 | 1 | 8
COc1ccc(C(=O)NCCc2ccc(F)cc2)cc1OC | 1691 | 1 | -6 | 3 | 1 | 1 | 6 | -3 | 1.1 | 0
CCOC(=O)C1CCN(C(=O)CN(c2cccc(OC)c2)S(=O)(=O)c2ccccc2)CC1 | 1646 | -5 | -3 | -5 | 1.1 | -9 | 2 | 5 | 1 | -1
COc1cccc(/C=N/c2sc(Cc3ccccc3)c(C)c2C(N)=O)c1O | 1657 | 0 | -3 | 0 | 1 | -2 | 4 | -1 | 1 | 6
CCn1nc(C)c(C(=O)Nc2cc(Oc3ccc(Cl)cc3)cc([N+](=O)[O-])c2)c1C | 1448 | 3 | 14 | -1 | 1 | 1 | 4 | -5 | 0.9 | 1
O=C(NN1CCCCC1)c1ccc(COc2ccc(Cl)cc2)cc1 | 1582 | -7 | 3 | -1 | 1.1 | -12 | -1 | 3 | 1 | 5
CCC(C)NC(=O)C1CCC(=O)N(c2ccc3c(c2)OCO3)C1c1ccc(OC)cc1 (centres undefined) | 1437 | 1 | -3 | 0 | 1 | -8 | 2 | 4 | 1 | -2
O=c1cc(CN2CCc3ccccc3C2)nc2sccn12 | 1359 | -3 | -20 | 1 | 1 | -8 | -4 | 4 | 1.2 | 1
O=C(Oc1ccccc1C(=O)Nc1ccccc1)c1ccc(Br)c([N+](=O)[O-])c1 | 1506 | 1 | 5 | -4 | 1 | -1 | -4 | 3 | 0.9 | -8
ClCc1nnc(-c2ccccc2)o1 | 1712 | -1 | nt | -3 | 1 | -10 | 0 | 4 | 0.4 | 4
CCCCCC(=O)NC(=S)Nc1ccc2oc(=O)ccc2c1 | 1641 | -3 | -4 | 1 | 1 | -10 | 14 | 5 | 1 | 9
C/C(=N\Nc1ccccn1)c1ccc(S(=O)(=O)NCc2ccco2)cc1 | 1493 | -2 | 5 | 0 | 1 | -4 | 6 | 1 | 0.9 | 4

A second format for some results above:
> CCOC(=O)c1c(NC(=S)NC(=O)c2ccc(Cn3cc(Cl)cn3)o2)sc2c1CCC(C)C2 (centres undefined)
  SRC2 TRFRET art: 1512
  TNAP inh hi DEA: -1
  bIAP inh: 6
  HMGR II inh: 1
  TNAP act hi DEA: 1
  TNAP inh no acc: -8
  PPARg SRC1 recr: 8
  PPARg SRC3 recr: 10
  bIAP activator: 0.9
  PPARg SRC-2 ag: -5

> COc1ccc(CCNC(=O)CCCn2c(SCC#N)nc3ccccc3c2=O)cc1OC
  SRC2 TRFRET art: 1577
  TNAP inh hi DEA: -5
  bIAP inh: 0
  HMGR II inh: -6
  TNAP act hi DEA: 1.1
  TNAP inh no acc: -8
  PPARg SRC1 recr: 5
  PPARg SRC3 recr: 0
  bIAP activator: 1
  PPARg SRC-2 ag: -5
